Compound activity (PubChem BioAssay)
NTMT1 inh = inhibitors of human N-terminal methyltransferase NTMT1. NTMT1 MTase-Glo SAH luminescence, purified enzyme. Potency, µM (highest dose often 114 µM), without a hit: top-dose activity change, negative = inhibition, usual class: inhibitors. hit rate 2.5% among 59,000;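 also: potency is read from the fitted curve at half-maximal effect; plate controls were DMSO vehicle for no effect and no enzyme for full effect; nearly all actives have a fitted effect of over 65% in size; many of its hits are not listed in these tables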
Target sequence (Q9BV86 whole entry, looked up): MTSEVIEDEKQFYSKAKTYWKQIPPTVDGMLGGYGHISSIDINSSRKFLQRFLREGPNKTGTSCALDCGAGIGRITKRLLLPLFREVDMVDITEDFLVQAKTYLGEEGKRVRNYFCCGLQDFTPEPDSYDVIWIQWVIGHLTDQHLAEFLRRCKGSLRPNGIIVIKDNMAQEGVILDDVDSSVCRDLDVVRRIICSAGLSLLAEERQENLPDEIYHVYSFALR
FH mod = Identification of activators of human fumarate hydratase by quantitative high-throughput screening; AID 1347055, 2019; Potency, µM (doses to about 79.9 µM), for the others: top-dose activity change, negative = inhibition, actives largely listed as inhibitors; hit rate 0.22% among 54,000; Fumarate hydratase, mitochondrial (Homo sapiens), P07954; FH coupled MDH/diaphorase resazurin fluorescence, 15 min; also: potency is read from the fitted curve at half-maximal effect; % is scaled to controls: 0 for no effect and ±100 for the full control effect; the screen sought activators but most active calls are inhibition curves; nearly all actives have a fitted effect of over 45% in size
PTAP-TSG101 blk = inhibitors of HIV-1 PTAP binding to human TSG101, validation; Q99816; Fluorescence polarization, FITC-PTAP peptide/Tsg101, 20 min; Potency, µM (titrated, usually from 115 µM), for the others: at the highest dose activity change, negative = inhibition, actives largely listed as inhibitors; 44,000 tested, under 10 active; AID 1347069; also: potency is read from the fitted curve at half-maximal effect; 0% is about no effect
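The Tsg101 binding domain, at 10 uM final, is mixed with compound and a FITC peptide bearing the PTAP motif (50 nM final). After 20 min at r.t., polarization is measured; actives defined by CRC class, efficacy cut-off 60% inhibition.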
p53null 32C kill = p53 null cell cytotoxicity, permissive temperature; Potency, µM (doses to about 46.1 µM), inactives show at the top dose activity change, negative = cytotoxicity, hits mostly cytotoxic; hit rate 0.62% among 55,000; H1299-neo p53 null cells, ATP luminescence, 24 h, 32C;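 also: potency is read from the fitted curve at half-maximal effect; 0% = DMSO only and -100% = full killing by 100 µM tamoxifen; nearly all actives have a fitted effect of over 55% in size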
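Luminescent ATP readout gave cell viability of p53-null H1299-neo cells after a 24 h compound exposure at the permissive 32C. Titrations ran up to 46 uM, and AC50s were fitted with the standard Hill equation.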
B2AR arrestin ag = beta-arrestin recruitment by human beta2-adrenergic receptor ligands; HTLA Tango cells, beta-arrestin recruitment, luciferase luminescence, 18 h; P07550; Potency, µM (titrated, usually from 46.1 µM), without a hit: at the top dose activation, hits mostly activators; 44,000 tested, under 10 active;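 also: potency is read from the fitted curve at half-maximal effect; 0% = DMSO and full agonism = EC100 isoproterenol or metaproterenol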
Target sequence (P07550 whole entry, looked up): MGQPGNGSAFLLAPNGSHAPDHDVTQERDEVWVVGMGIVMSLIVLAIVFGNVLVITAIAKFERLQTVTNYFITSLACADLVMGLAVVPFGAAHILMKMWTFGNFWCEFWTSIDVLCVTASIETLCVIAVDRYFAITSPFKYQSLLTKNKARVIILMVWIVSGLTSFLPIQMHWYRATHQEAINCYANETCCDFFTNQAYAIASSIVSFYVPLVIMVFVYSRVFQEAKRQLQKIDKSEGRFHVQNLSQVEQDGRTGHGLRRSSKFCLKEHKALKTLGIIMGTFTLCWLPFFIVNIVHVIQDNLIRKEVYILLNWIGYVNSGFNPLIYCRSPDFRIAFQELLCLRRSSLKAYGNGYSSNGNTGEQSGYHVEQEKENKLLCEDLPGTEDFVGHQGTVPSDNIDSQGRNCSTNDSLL
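Tango cell line, 1% FBS DMEM; cpd titration up to 46 microM; 18 hr, 37 degrees C, 5% CO2. Luciferin/ATP substrate mix added, 15 min RT, luminescence. %Activity, CRC fitting, curve-class categorization.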
GALK inhibitor = GALK (human) enzyme inhibition | P51570 | recombinant GALK, Kinase-Glo ATP luminescence, 1 h | Potency, µM (series often up to 57.5 µM), for the others: at the top dose activity, negative = inhibition, most hits filed as inhibitors | 44,000 tested, under 10 active;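 also: plate controls were full GALK reaction for no effect and reaction lacking GALK for full effect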
Target sequence (P51570 whole entry, looked up): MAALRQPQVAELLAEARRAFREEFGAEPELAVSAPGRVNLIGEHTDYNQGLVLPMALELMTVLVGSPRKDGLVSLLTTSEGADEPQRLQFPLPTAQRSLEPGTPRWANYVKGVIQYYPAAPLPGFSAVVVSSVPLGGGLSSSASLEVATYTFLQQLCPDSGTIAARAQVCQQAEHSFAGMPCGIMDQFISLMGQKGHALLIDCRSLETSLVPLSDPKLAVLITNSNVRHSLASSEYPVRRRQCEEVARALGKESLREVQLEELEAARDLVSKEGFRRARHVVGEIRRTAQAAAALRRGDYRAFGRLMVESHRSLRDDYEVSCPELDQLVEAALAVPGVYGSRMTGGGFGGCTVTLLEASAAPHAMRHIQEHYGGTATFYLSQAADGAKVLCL
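Human GALK (5 nM) was incubated with 35 uM ATP and 100 uM galactose in 20 mM HEPES pH 8.0 with MgCl2, NaCl, DTT and BSA for 1 h at room temperature. Remaining ATP was measured by Kinase-Glo Plus luminescence.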
p53null 39C kill = kills p53 null cells at the nonpermissive temperature; Potency, µM (series often up to 46.1 µM), for inactives: at the top dose activity, negative = cell killing, actives largely listed as cytotoxic; hit rate 0.97% among 55,000; H1299 p53-null (neo) cells, 39C, ATPlite viability, 24 h; AID 904;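 also: potency is read from the fitted curve at half-maximal effect; 0% = DMSO only and -100% = full killing by 100 µM tamoxifen; nearly all actives have a fitted effect of over 50% in size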
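Temperature-shift cytotoxicity format: compound titrations on p53-null or A138V-expressing H1299 cells held 24 hr at 39C, cell ATP then measured, AC50 from Hill model.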
* hit, by the source's call; u = inconclusive; x = no result given; [ ] = another dose, or the depositor's remark. Calls follow the shape of the dose curve; as a rule, active = well fitted curve in the direction sought with a large enough effect; inconclusive = small, poorly fitted or top-dose-only effect, or another doubt; inactive = no such curve, though single readings can be large; an effect the other way counts as inactive or inconclusive. Not all compounds are listed; the hit share may differ from the screen's.

SMILES	NTMT1 inh	FH mod	PTAP-TSG101 blk	p53null 32C kill	B2AR arrestin ag	GALK inhibitor	p53null 39C kill
COc1ccc(Cl)cc1S(=O)(=O)Nc1cccc(-c2ccc(N3CCCC3)nn2)c1	x	x	-2.8%	-0.2%	2.3%	1.1%	u
O=C(Nc1ccc2c(c1)OCO2)c1cccn(Cc2ccccc2)c1=O	-4.5%	-6.8%	-5.2%	-5.1%	-0.4%	-5.2%	0.5%
Cc1ccc(NC(=O)CN2C(=O)CN=C(c3ccccc3)c3ccccc32)c(C)c1	u	9.0%	-4.8%	11.5%	0.5%	8.3%	14.3%
CCOC(=O)c1ccc(N2C(=O)c3[nH]nc(-c4ccccc4)c3C2c2ccc(C(C)C)cc2)cc1 (centres undefined)	-2.9%	u	-4.8%	67.7%[activator]	-0.5%	7.1%	u
Cc1ccc(CN2C(=O)c3ccccc3Sc3ccc(C(=O)N4CCC5(CC4)OCCO5)cc32)cc1	7.3%	u	-0.6%	-13.3%	1.9%	1.7%	1.1%
Cc1oc(-c2cccc(Cl)c2)nc1CN1CCC(C(=O)NCCCN2CCN(c3cccc(Cl)c3)CC2)CC1	-25.6%	-29.3%	-4.5%	-5.0%	0.7%	-0.4%	u
Cc1cccc(NC(=O)Cn2cc(C(=O)c3ccccc3)c3ccccc32)c1	-19.6%	-1.9%	-1.1%	5.7%	-0.1%	0.6%	-12.3%
Cc1oc(-c2ccc(Cl)cc2)nc1CN1C(=O)CN=C(c2ccccc2)c2ccccc21	1.3%	-25.9%	0.5%	-6.8%	-1.7%	2.9%	-8.3%
CCOc1ccc(C(NC(=O)c2cc(OC)c(OC)c(OC)c2)c2cc(Cl)c3cccnc3c2O)cc1 (centres undefined)	32.2%[activator]	-8.1%	3.7%	u	-0.9%	-0.3%	3.55µM*
CCc1cccc(NC(=O)CN2C(=O)CN=C(c3ccccc3F)c3cc(Cl)ccc32)c1	4.5%	u	-0.3%	36.1%[activator]	3.4%	-3.2%	-5.3%
Cc1ccc(-n2c(/C=C/c3cc(Br)cs3)nc3ccccc3c2=O)cc1	1.1%	4.5%	-2.8%	-7.3%	0.9%	-1.4%	12.2%
Cc1c(CCNS(=O)(=O)c2ccccc2)sc2nc(-c3ccc(Cl)cc3)nn12	-24.4%	-24.4%	-4.4%	23.3%	-3.2%	0.8%	u

Filtered by structure, those above with sulfur.
SMILES	NTMT1 inh	FH mod	PTAP-TSG101 blk	p53null 32C kill	B2AR arrestin ag	GALK inhibitor	p53null 39C kill
COc1ccc(Cl)cc1S(=O)(=O)Nc1cccc(-c2ccc(N3CCCC3)nn2)c1	x	x	-2.8%	-0.2%	2.3%	1.1%	u
Cc1ccc(CN2C(=O)c3ccccc3Sc3ccc(C(=O)N4CCC5(CC4)OCCO5)cc32)cc1	7.3%	u	-0.6%	-13.3%	1.9%	1.7%	1.1%
Cc1ccc(-n2c(/C=C/c3cc(Br)cs3)nc3ccccc3c2=O)cc1	1.1%	4.5%	-2.8%	-7.3%	0.9%	-1.4%	12.2%
Cc1c(CCNS(=O)(=O)c2ccccc2)sc2nc(-c3ccc(Cl)cc3)nn12	-24.4%	-24.4%	-4.4%	23.3%	-3.2%	0.8%	u

The listing continues.
SMILES	NTMT1 inh	FH mod	PTAP-TSG101 blk	p53null 32C kill	B2AR arrestin ag	GALK inhibitor	p53null 39C kill
Cc1ccc(NC(=O)N(Cc2ccc3c(c2)OCO3)C2CCN(Cc3ccccc3)CC2)cc1C	u	-13.8%	-5.2%	-5.2%	0.8%	0.1%	-23.8%
Cc1oc2ccc(O)c(CN3CCCCCC3)c2c1C(=O)Nc1cccc(Cl)c1C	-3.3%	u	2.1%	-4.3%	-0.2%	5.4%	u
O=C(COc1cc(Cl)ccc1Cl)Nc1ccc(Cl)cc1C(=O)c1ccccc1	2.7%	2.7%	2.8%	-0.6%	-0.6%	0.3%	27.7%
Cc1ccccc1CN1C(=O)C(C)N=C(c2ccccc2)c2ccccc21 (centres undefined)	6.2%	-8.1%	0.1%	36.4%[activator]	0.4%	2.3%	29.7%
O=c1c2ccccc2nc(/C=C/c2cccc3ccccc23)n1-c1ccccc1Cl	-8.5%	-22.2%	-0.2%	1.2%	-1.0%	1.3%	-10.6%
COc1ccc(-n2c(-c3ccco3)nc3c(cnn3-c3ccc(Cl)cc3)c2=O)cc1	u	-21.8%	18.4%	35.1%[activator]	-1.8%	-1.7%	5.8%
Cc1ccccc1-n1c(/C=C/c2c(C)[nH]c3ccccc23)nc2ccccc2c1=O	u	-19.0%	-3.6%	-4.0%	-0.1%	-18.6%	-4.8%
Cc1ccc(-c2nn3c(=O)cc(CN4CCN(C(=O)COc5ccc(C)c(C)c5)CC4)nc3s2)cc1	5.3%	-14.3%	-2.2%	-4.5%	0.0%	1.2%	-5.7%
COc1ccc(NC(=O)c2ccco2)cc1NC(=O)COc1cc(C)cc(C)c1	15.8%	-0.4%	-2.4%	-17.7%	0.7%	1.8%	u
COc1cccc(C2=CC(c3cc(Br)ccc3F)n3nnnc3N2)c1 (centres undefined)	-2.9%	-16.1%	-5.1%	13.4%	8.9%	-3.4%	13.3%
NC(=O)c1ccc(NC(=O)c2cccn(Cc3ccccc3)c2=O)cc1	-7.8%	-24.9%	-4.3%	-16.8%	-2.0%	0.3%	16.2%
Cc1ccc(-n2nc3c(N4CCC(C(=O)NCc5ccccc5Cl)CC4)nnc(C)c3c2C)cc1	-21.4%	3.3%	5.7%	u	-0.1%	2.7%	u

Shown field by field: part of the list above.
> Cc1oc(-c2ccc(Cl)cc2)nc1CN1C(=O)CN=C(c2ccccc2)c2ccccc21
  NTMT1 inh = 1.3%
  FH mod = -25.9%
  PTAP-TSG101 blk = 0.5%
  p53null 32C kill = -6.8%
  B2AR arrestin ag = -1.7%
  GALK inhibitor = 2.9%
  p53null 39C kill = -8.3%

> CCOc1ccc(C(NC(=O)c2cc(OC)c(OC)c(OC)c2)c2cc(Cl)c3cccnc3c2O)cc1 (centres undefined)
  NTMT1 inh = 32.2%[activator]
  FH mod = -8.1%
  PTAP-TSG101 blk = 3.7%
  p53null 32C kill = u
  B2AR arrestin ag = -0.9%
  GALK inhibitor = -0.3%
  p53null 39C kill = 3.55µM*

> CCc1cccc(NC(=O)CN2C(=O)CN=C(c3ccccc3F)c3cc(Cl)ccc32)c1
  NTMT1 inh = 4.5%
  FH mod = u
  PTAP-TSG101 blk = -0.3%
  p53null 32C kill = 36.1%[activator]
  B2AR arrestin ag = 3.4%
  GALK inhibitor = -3.2%
  p53null 39C kill = -5.3%

> Cc1ccc(-n2c(/C=C/c3cc(Br)cs3)nc3ccccc3c2=O)cc1
  NTMT1 inh = 1.1%
  FH mod = 4.5%
  PTAP-TSG101 blk = -2.8%
  p53null 32C kill = -7.3%
  B2AR arrestin ag = 0.9%
  GALK inhibitor = -1.4%
  p53null 39C kill = 12.2%

Carrying on.
SMILES	NTMT1 inh	FH mod	PTAP-TSG101 blk	p53null 32C kill	B2AR arrestin ag	GALK inhibitor	p53null 39C kill
CCCCC12CN3CC(C)(CN(C1)C3c1ccccn1)C2=O (centres undefined)	6.1%	16.9%	-6.7%	-2.4%	-2.1%	-10.7%	1.9%
O=C(COc1ccccc1Cl)N1CCN(CCc2ccccn2)CC1	12.8%	-32.3%	3.9%	-1.3%	-2.0%	3.3%	10.9%
O=C(Nc1nc2ccccc2s1)c1cccn(Cc2ccccc2)c1=O	-1.0%	-4.2%	-12.8%	u	-3.4%	-1.5%	7.8%
COc1ccc(NC(=O)CCc2nc(C3=CCN(Cc4cccc(C)c4)CC3)no2)c(OC)c1	-8.4%	u	1.7%	9.5%	-1.0%	-0.7%	-5.9%
O=C(c1ccc2c(c1)N(Cc1ccc(F)cc1)C(=O)c1ccccc1S2)N1CCC2(CC1)OCCO2	0.4%	-19.1%	-7.8%	-5.5%	0.6%	1.7%	15.2%
Cc1ccccc1-n1nc(C)c2c1NC(=O)CSC2c1ccccc1C(F)(F)F (centres undefined)	7.0%	-17.7%	-0.6%	-3.1%	-2.2%	-0.1%	-3.4%
Cc1ccc(-n2c(/C=C/c3ccccc3)nc3ccccc3c2=O)cc1Cl	2.7%	2.6%	-0.7%	6.4%	0.7%	-0.8%	-1.3%
COc1ccc(CCNCc2ccc3c(c2)n(C)c(=O)n3C)cc1	4.0%	1.4%	0.7%	-9.3%	-2.6%	3.0%	11.8%
COc1ccc(C2CC(=O)Oc3c2c(=O)oc2ccccc32)c(OC)c1OC (centres undefined)	30.7%[activator]	-8.6%	-2.3%	1.5%[9.22 µM]	0.2%	-13.4%	0.2%
Cc1cc(C)cc(OCC(=O)Nc2ccc(Cl)cc2C(=O)c2ccccc2)c1	-4.7%	-5.9%	0.0%	-7.5%	-0.6%	-0.2%	-4.3%
COc1ccc(NC(=O)CCc2nc(C3=CCN(Cc4cccc(Cl)c4)CC3)no2)c(OC)c1	-2.1%	-25.8%	0.6%	14.7%	0.0%	2.6%	11.0%
Cc1ccc(CNC(=O)C(=O)NCC(c2cccnc2)N2CCN(c3ccc(F)cc3)CC2)cc1 (centres undefined)	-5.3%	-18.8%	-0.1%	2.4%	-0.7%	0.5%	u
CCCCOc1ccc(C(=O)NCCc2csc(-c3ccc(OC)cc3)n2)cc1	4.4%	u	-8.4%	47.6%[activator]	0.5%	-0.6%	12.9%
O=C(Nc1ccc(Br)cc1C(=O)c1ccccc1Cl)c1ccccc1F	-17.7%	5.1%	4.0%	0.8%	0.6%	-20.7%	24.0%
Cc1ccc2nc(NC(=O)c3cccn(Cc4ccccc4F)c3=O)sc2c1	-2.8%	0.7%	-0.5%	-8.3%	-0.6%	-6.3%	24.5%
CN1CCN(c2csc3ccc(F)cc3c2=O)CC1	3.0%	12.6%	-1.2%	-0.3%	-0.7%	0.7%	-1.1%
Cc1cccc(CN2C(=O)CN=C(c3ccccc3Cl)c3cc(Cl)ccc32)c1	5.6%	-15.3%	-4.0%	98.0%[activator]	0.5%	0.5%	13.3%
O=C(CCC1N=C2c3ccccc3N=C(SCc3cccc(Cl)c3)N2C1=O)N1CCN(c2ccccc2)CC1 (centres undefined)	32.2%[activator]	-22.9%	3.5%	15.3%	0.9%	-0.7%	u
Cc1ccc(OCC(=O)N2CCN(CCc3ccncc3)CC2)cc1	-0.5%	-0.5%	-6.9%	4.0%	-2.3%	-0.8%	14.6%
CCCCOc1ccc(C(=O)N2CC(=O)Nc3ccc(Br)cc3C2c2ccc(F)cc2)cc1 (centres undefined)	6.1%	u	-2.9%	38.6%[activator]	0.8%	4.8%	42.8%[activator]
Cc1ccccc1-n1c(/C=C/c2ccccc2F)nc2ccccc2c1=O	12.9%	u	3.1%	11.6%	-1.5%	-20.7%	u
CCOc1ccc(Nc2c(S(=O)(=O)c3ccc(C)cc3)cnc3ccccc23)cc1	u	u	-4.3%	39.6%[activator]	-0.4%	-2.8%	51.6%[activator]
